From PubChem
BioA inh = blocks M. tuberculosis BioA enzyme activity; purified M. tuberculosis BioA enzyme, plate reader; inhibition, % at 9.99 µM; 360,000 compounds, 0.096% hits; in the data active = inhibition above about 40%
An asterisk follows results filed as active. An excerpt. The share of hits here may be higher or lower than overall.

| SMILES | BioA inh |
| --- | --- |
| Cc1ccccc1S(=O)(=O)N1C[C@@H](O)COC[C@H]2O[C@@H](CC(=O)N3CCC(Cc4ccccc4)CC3)CC[C@@H]21 | 2.8 |
| C[C@@H]1CN([C@H](C)CO)C(=O)Cc2cc(NC(=O)Nc3ccc(F)cc3)ccc2O[C@@H]1CN(C)C(=O)Nc1ccc2c(c1)OCO2 | 0.0 |
| C[C@H](CO)N1C[C@H](C)[C@@H](CN(C)C(=O)c2ccncc2)OCCCC[C@H](C)Oc2ccc(NS(=O)(=O)c3ccccc3)cc2C1=O | -2.1 |
| COCC(=O)Nc1ccc2c(c1)C(=O)N(C)[C@@H]1CC[C@H](CC(=O)NCC3CCCCC3)O[C@@H]1CO2 | -0.4 |
| CC(C)NC(=O)NCC[C@H]1CC[C@H](NC(=O)CCN2CCCCC2)[C@@H](CO)O1 | -4.4 |
| C[C@H](CO)N1C[C@H](C)[C@H](CN(C)Cc2ccc3c(c2)OCCN3C)OCc2ccccc2-c2ccccc2C1=O | -0.3 |
| COC(=O)C[C@H]1CC[C@@H]2[C@@H](COc3ccc(NC(=O)c4cccc(OC)c4)cc3C(=O)N2C)O1 | 12 |
| COc1cccc(-c2ccc3c(c2)[C@H]2[C@H](CCN2S(=O)(=O)c2cn(C)cn2)[C@@H](CO)N3)c1 | 5.2 |
| Cc1ccc(-c2cnc3c(c2)C(=O)N([C@@H](C)CO)C[C@H](C)[C@H](CN(C)Cc2ccccc2F)O3)cc1 | 2.3 |
| C[C@@H]1CCCCO[C@H](CN(C)S(=O)(=O)c2ccc(F)cc2)[C@@H](C)CN([C@@H](C)CO)C(=O)c2cc(NC(=O)Nc3ccc(F)cc3)ccc2O1 | -1.8 |
| CCNC(=O)C[C@H]1CC[C@H]2[C@@H](COc3ccc(NC(=O)Nc4ccc(C#N)cc4)cc3C(=O)N2C)O1 | -1.2 |
| COCCNC(=O)C[C@@H]1CC[C@H]2[C@H](COc3ccc(NC(=O)c4cc(C)on4)cc3C(=O)N2C)O1 | 0.3 |
| CCCNC(=O)Nc1ccc2c(c1)OC[C@@H](C)N(Cc1ccc(-c3ccccn3)cc1)C[C@H](C)[C@@H](OC)CN(C)C2=O | 2.9 |
| CO[C@H]1CN(C)C(=O)c2ccc(NC(=O)C3CC3)cc2OC[C@@H](C)N(C(=O)C2CCCCC2)C[C@H]1C | 11 |
| COc1ccc(CNC(=O)C[C@H]2CC[C@H](NC(=O)CN(C)C)[C@H](CO)O2)cc1 | 2.6 |

Next entries.
| SMILES | BioA inh |
| --- | --- |
| CC(=O)N(C)C[C@H]1Oc2cc(-c3cccc(C#N)c3)ccc2S(=O)(=O)N([C@H](C)CO)C[C@@H]1C | 4.1 |
| C[C@@H]1CN([C@@H](C)CO)C(=O)c2cc(-c3cccc(F)c3)cnc2O[C@@H]1CN(C)Cc1ccncc1 | -0.3 |
| C[C@@H]1CN([C@H](C)CO)S(=O)(=O)c2ccc(C#CC3CCCC3)cc2O[C@H]1CN(C)S(C)(=O)=O | 2.5 |
| O=C(Nc1ccccc1)N1CCCCN2[C@H](C1)[C@H](c1ccc(C#CC3CC3)cc1)[C@@H]2CO | -4.9 |
| COc1cccc(NC(=O)N2[C@@H](CO)[C@@H](c3ccccc3)[C@@H]2CNC(C)C)c1 | 0.0 |
| O=C(C[C@@H]1CC[C@H]2[C@@H](COC[C@@H](O)CN2C(=O)Nc2ccc(C(F)(F)F)cc2)O1)NCC1CC1 | 2.8 |
| COc1cccc(S(=O)(=O)N2C[C@@H](O)COC[C@H]3O[C@H](CC(=O)Nc4ccccc4)CC[C@@H]32)c1 | 4.7 |
| COc1cccc(-c2cnc3c(c2)C(=O)N([C@H](C)CO)C[C@H](C)[C@H](CN(C)CC2CCOCC2)O3)c1 | 2.4 |
| COc1ccc(NC(=O)N(C)C[C@@H]2Oc3ncc(C4=CCCC4)cc3C(=O)N([C@@H](C)CO)C[C@H]2C)cc1 | 2.1 |
| COc1ccc(C#Cc2ccc([C@H]3[C@H]4CN(Cc5ccccc5F)CCCCN4[C@H]3CO)cc2)cc1 | 2.5 |
| C[C@H]1CN([C@@H](C)CO)C(=O)c2ccccc2-c2ccccc2CO[C@@H]1CN(C)C(=O)[C@@H]1CCCN1C | 0.0 |
| COc1cccc(S(=O)(=O)N2CCCCN3[C@H](C2)[C@H](c2ccc(C#CC(C)C)cc2)[C@@H]3CO)c1 | -1.1 |
| CCNC(=O)[C@@H]1[C@@H](CO)[C@@H]2Cn3c(ccc(C4=CCCC4)c3=O)[C@H]1N2Cc1cccnc1 | -2.9 |
| CO[C@H]1CN(C)C(=O)c2ccc(NC(=O)Nc3ccc(Cl)cc3)cc2OC[C@@H](C)N(C)C[C@@H]1C | 4.6 |
| N#C[C@H]1[C@H](c2ccccc2)[C@@H](CO)N1C(=O)c1ccc2c(c1)OCO2 | 0.0 |

More results.
| SMILES | BioA inh |
| --- | --- |
| C[C@H](CO)N1C[C@H](C)[C@H](CN(C)C(=O)Nc2ccccc2)Oc2ncc(C#Cc3ccccc3)cc2C1=O | -0.5 |
| C[C@H]1CN([C@@H](C)CO)C(=O)c2cccc(NC(=O)NC3CCCCC3)c2O[C@H]1CN(C)C(=O)Nc1ccc(C(F)(F)F)cc1 | -0.9 |
| C[C@@H]1CCCCO[C@@H](CN(C)C(=O)Nc2cccc3ccccc23)[C@@H](C)CN([C@H](C)CO)C(=O)c2cc(NS(C)(=O)=O)ccc2O1 | -3.4 |
| COC(=O)[C@H]1[C@H](CO)[C@H]2Cn3c(ccc(-c4ccccc4OC)c3=O)[C@H]2N1C(=O)c1cnccn1 | -0.4 |
| CCC(=O)Nc1ccc2c(c1)OC[C@H](C)N(CC1CCOCC1)C[C@@H](C)[C@@H](OC)CN(C)C2=O | -1.7 |
| O=C(C[C@@H]1CC[C@H]2[C@@H](COC[C@@H](O)CN2C(=O)c2ccc(F)cc2)O1)N1CCOCC1 | -1.2 |
| CC(C)NC(=O)N(C)C[C@H]1OCCCC[C@@H](C)Oc2ccc(NC(=O)NC3CCCCC3)cc2C(=O)N([C@H](C)CO)C[C@H]1C | -1.5 |
| O=C(Nc1ccc(C(F)(F)F)cc1)N[C@H]1CC[C@H](CCNC(=O)c2ccccc2F)O[C@@H]1CO | -2.5 |
| CCCC#Cc1ccc2c(c1)O[C@@H](CN(C)C(=O)C1CC1)[C@H](C)CN([C@H](C)CO)S2(=O)=O | 4.0 |
| COCC(=O)Nc1ccc2c(c1)C(=O)N(C)C[C@@H](OC)[C@@H](C)CN(Cc1cccc(F)c1)[C@H](C)CO2 | 0.5 |
| CO[C@@H]1CN(C)C(=O)c2ccc(NC(=O)c3ccccc3)cc2OC[C@@H](C)N(C(C)=O)C[C@H]1C | -3.7 |
| C[C@@H]1CN([C@H](C)CO)C(=O)c2c(c3ccccc3n2C)-c2ccccc2CO[C@@H]1CN(C)C(=O)c1ccccc1 | 2.4 |
| C[C@H]1CN([C@@H](C)CO)C(=O)c2cc(-c3ccc(F)cc3)cnc2O[C@@H]1CN(C)C(=O)c1cccnc1 | -2.2 |
| O=C(Nc1ccccc1F)N[C@@H]1CC[C@@H](CC(=O)N2CCCCC2)O[C@@H]1CO | -5.7 |
| CN(C)CC(=O)N[C@H]1CC[C@H](CCn2cc(C3CCCCC3)nn2)O[C@H]1CO | -2.3 |

Further results:
| SMILES | BioA inh |
| --- | --- |
| O=C(C1CC1)N1[C@H](CO)[C@@H]2c3ccccc3N(S(=O)(=O)c3ccccc3)C[C@@H]21 | 3.1 |
| C[C@H](NC(=O)[C@H]1[C@H](CO)[C@H]2Cn3c(ccc(-c4ccncc4)c3=O)[C@H]2N1C)c1ccccc1 | -0.8 |
| Cc1noc(C)c1NC(=O)N(C)C[C@H]1Oc2ncc(C#CCN(C)C)cc2C(=O)N([C@@H](C)CO)C[C@H]1C | 0.2 |
| CNC[C@@H]1Oc2ncc(C#Cc3ccccc3)cc2C(=O)N([C@H](C)CO)C[C@@H]1C | -1.3 |
| C[C@@H]1CCCCO[C@H](CN(C)S(=O)(=O)c2ccc(F)cc2)[C@@H](C)CN([C@H](C)CO)C(=O)c2cc(NC(=O)NC3CCCCC3)ccc2O1 | -0.2 |
| CN1c2ccc(-c3cccc(C#N)c3)cc2[C@@H]2[C@@H](CCN2C(=O)Cc2ccccn2)[C@@H]1CO | 1.0 |
| C[C@H]1CN([C@@H](C)CO)C(=O)c2cc(N(C)C)ccc2O[C@H]1CN(C)Cc1ccc(C(=O)O)cc1 | -1.7 |
| O=S(=O)(N[C@@H]1CCCN(Cc2ccc(OCCO)cc2)C1)c1cccc2cccnc12 | -0.1 |
| O=C(O)[C@H]1[C@H](CO)[C@H]2Cn3c(ccc(-c4cccc(F)c4)c3=O)[C@@H]1N2CCc1ccccc1 | -0.4 |
| C[C@H]1CN([C@@H](C)CO)C(=O)c2cc(/C=C/c3ccccc3)cnc2O[C@H]1CN(C)C(=O)Cc1ccccn1 | 4.0 |
| CCCNC(=O)C[C@H]1C[C@@H]2c3cc(NC(=O)COC)ccc3O[C@@H]2[C@@H](CO)O1 | -1.3 |
| C[C@@H]1CCCCO[C@@H](CN(C)S(=O)(=O)c2ccccc2)[C@H](C)CN([C@@H](C)CO)C(=O)c2cc(NC(=O)Nc3ccc4c(c3)OCO4)ccc2O1 | 0.0 |
| O=S(=O)(N[C@H]1CC[C@@H](CCn2cc(Cc3ccccc3)nn2)O[C@H]1CO)c1ccccc1F | -0.6 |
| Cc1ccc(S(=O)(=O)N(C)C[C@H]2Oc3c(NC(=O)Nc4ccc(F)cc4)cccc3C(=O)N([C@H](C)CO)C[C@@H]2C)cc1 | 1.5 |
| C[C@@H]1CN([C@@H](C)CO)C(=O)Cc2cc(NC(=O)Nc3cccc4ccccc34)ccc2O[C@@H]1CN(C)S(=O)(=O)c1ccc(Cl)cc1 | -1.0 |

Other structures
| SMILES | BioA inh |
| --- | --- |
| N#C[C@@H]1[C@H](c2ccc(-c3cncnc3)cc2)[C@H](CO)N1C(=O)C1CC1 | 1.0 |
| C[C@H]1CN([C@@H](C)CO)C(=O)c2cc(C3=CCCC3)cnc2O[C@H]1CN(C)C(=O)Nc1ccc(F)cc1 | -0.8 |
| COC(=O)C[C@H]1C[C@@H]2c3cc(NC(=O)Nc4ccc(C(F)(F)F)cc4)ccc3O[C@@H]2[C@H](CO)O1 | 0.7 |
| COc1ccc(CN(C)C[C@@H]2OCCCC[C@@H](C)Oc3ccc(NC(=O)CCC(F)(F)F)cc3C(=O)N([C@@H](C)CO)C[C@H]2C)cc1 | 0.4 |
| CC(C)NC(=O)Nc1ccc2c(c1)C(=O)N([C@@H](C)CO)C[C@H](C)[C@@H](CN(C)Cc1ccccc1)OCCCC[C@H](C)O2 | 0.3 |
| COCC(=O)N(C)C[C@H]1[C@H](c2ccccc2)[C@H](CO)N1C(=O)Cc1cccnc1 | 2.6 |
| C[C@@H]1CCCCO[C@@H](CN(C)C(=O)NC2CCCCC2)[C@@H](C)CN([C@H](C)CO)C(=O)c2cc(NS(=O)(=O)c3ccc(F)cc3)ccc2O1 | -0.1 |
| C[C@@H]1CCCCO[C@H](CN(C)Cc2ccccc2)[C@@H](C)CN([C@@H](C)CO)C(=O)c2cc(NS(=O)(=O)c3cn(C)cn3)ccc2O1 | 5.2 |
| C[C@@H]1CN([C@H](C)CO)C(=O)c2cc(NC(=O)Nc3ccc4c(c3)OCO4)ccc2O[C@@H]1CN(C)C(=O)Nc1ccccc1 | 0.0 |
| C[C@@H]1CN([C@H](C)CO)C(=O)c2cccc(NS(=O)(=O)c3cn(C)cn3)c2O[C@H]1CN(C)Cc1ccc(C(F)(F)F)cc1 | -0.3 |
| C[C@@H]1CN([C@@H](C)CO)C(=O)c2cc(-c3ccccc3F)cnc2O[C@H]1CN(C)Cc1ccccc1 | 1.9 |
| CC(=O)N1CCCCN2[C@H](CO)[C@H](c3ccc(-c4ccc(C)cc4)cc3)[C@H]2C1 | -3.4 |
| COc1cccc(S(=O)(=O)Nc2ccc3c(c2)[C@@H]2C[C@H](CC(=O)N4CCCCC4)O[C@H](CO)[C@@H]2O3)c1 | 1.7 |
| O=C(C[C@@H]1CC[C@@H](NS(=O)(=O)c2ccc(F)cc2)[C@H](CO)O1)N1CCc2ccccc2C1 | -1.1 |
| C[C@H]1CN([C@@H](C)CO)C(=O)c2cccc(NC(=O)NC3CCCCC3)c2O[C@@H]1CN(C)S(=O)(=O)c1ccc(F)cc1 | -0.6 |

Part of the list above, with each value named.
> C[C@@H]1CN([C@@H](C)CO)C(=O)c2cc(-c3ccccc3F)cnc2O[C@H]1CN(C)Cc1ccccc1
  BioA inh = 1.9
> COC(=O)C[C@H]1C[C@@H]2c3cc(NC(=O)Nc4ccc(C(F)(F)F)cc4)ccc3O[C@@H]2[C@H](CO)O1
  BioA inh = 0.7
> C[C@@H]1CCCCO[C@H](CN(C)Cc2ccccc2)[C@@H](C)CN([C@@H](C)CO)C(=O)c2cc(NS(=O)(=O)c3cn(C)cn3)ccc2O1
  BioA inh = 5.2
> C[C@@H]1CN([C@H](C)CO)C(=O)c2cccc(NS(=O)(=O)c3cn(C)cn3)c2O[C@H]1CN(C)Cc1ccc(C(F)(F)F)cc1
  BioA inh = -0.3

Next section:
| SMILES | BioA inh |
| --- | --- |
| COc1ccc(NC(=O)N(C)C[C@H]2Oc3ccc(NC(=O)Cn4cnnn4)cc3CC(=O)N([C@H](C)CO)C[C@@H]2C)cc1 | 3.1 |
| Cc1ccc(-c2ccc([C@H]3[C@H](CO)N4CCCCN(C(=O)Nc5cccc(F)c5)C[C@@H]34)cc2)cc1 | 1.3 |
| O=C(Cc1ccccn1)N1CCCCN2[C@H](CO)[C@H](c3ccc(Br)cc3)[C@@H]2C1 | 0.6 |
| N#C[C@H]1[C@@H](c2ccc(C#Cc3ccc(F)cc3)cc2)[C@H](CO)N1C(=O)Nc1ccc(F)cc1 | -3.1 |
| C[C@@H]1CN([C@H](C)CO)C(=O)Cc2cc(NS(=O)(=O)c3ccc(Cl)cc3)ccc2O[C@H]1CN(C)Cc1ccc2c(c1)OCO2 | 1.3 |
| C[C@@H]1CCCCO[C@H](CN(C)C(=O)NC2CCCCC2)[C@H](C)CN([C@H](C)CO)C(=O)c2cc(NC(=O)NC3CCCCC3)ccc2O1 | -1.7 |

Compounds from the list above that have a COOH group:
| SMILES | BioA inh |
| --- | --- |
| C[C@H]1CN([C@@H](C)CO)C(=O)c2cc(N(C)C)ccc2O[C@H]1CN(C)Cc1ccc(C(=O)O)cc1 | -1.7 |
| O=C(O)[C@H]1[C@H](CO)[C@H]2Cn3c(ccc(-c4cccc(F)c4)c3=O)[C@@H]1N2CCc1ccccc1 | -0.4 |
